Screening data: PubChem BioAssay, University of Kansas High Throughput Screening Laboratory
mHTT CaM bind: mutant huntingtin-calmodulin interaction inhibitors – biochemical, AlphaScreen, primary screen | actives 3.6% (n = 190,000) | AlphaScreen His-mHTT/GST-CaM binding, luminescence | inhibition, % at 15 µM;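 further: 0% = both proteins with DMSO and 100% = one protein alone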
Pf apPOL block: Pf-apPOL inhibitors, biochemical, fluorescence. Plasmodium falciparum apicoplast DNA polymerase (apPOL). inhibition, % at 10 µM. actives 0.25% (n = 210,000). Recombinant Pf-apPOL, molecular beacon fluorescence, 1.5 h
Numbers without * were called inactive; i = inactive; nt = not tested or not shown; & = joins results of further samples. No stated cut-off is given here; in the data, active means inhibition above about 50%; inactive means the rest.

Molecule	Pf apPOL block	mHTT CaM bind
CCOC(=O)c1ccc(NC(=O)N2CCCC2c2ccc(C)cc2)cc1 (stereo not drawn)	-5	-7
COCCCN1C(=S)NC2c3cc([N+](=O)[O-])ccc3OC1(C)C2C (stereo not drawn)	-4	0
COCC(C)NC(=O)C(=O)Nc1ccc(C)cc1[N+](=O)[O-] (stereo not drawn)	-7	-2
Cc1cccn2c(=O)c3cc(C(=O)NCCc4ccccc4)c(=N)n(CCOCCO)c3nc12	3	-1
CCCCCCNC(=O)C1CCCN(c2ncc(-c3cccc(F)c3)cn2)C1 (stereo not drawn)	4	2
COc1ccc(S(=O)(=O)Nc2ccccc2Oc2ccc(Cl)cc2Cl)cc1OC	-24	nt
O=C(NCC(F)(F)F)c1csc(Nc2ccccn2)n1	-9	5
COc1cc(C(=O)NCCc2csc(-c3ccc(Cl)cc3)n2)c([N+](=O)[O-])cc1OC	-5	6

Retrieved by structure from the list above (three):
Molecule	Pf apPOL block	mHTT CaM bind
O=C(NCC(F)(F)F)c1csc(Nc2ccccn2)n1	-9	5
COc1ccc(S(=O)(=O)Nc2ccccc2Oc2ccc(Cl)cc2Cl)cc1OC	-24	nt
CCCCCCNC(=O)C1CCCN(c2ncc(-c3cccc(F)c3)cn2)C1 (stereo not drawn)	4	2

Further records
Molecule	Pf apPOL block	mHTT CaM bind
O=C1NN(c2ccc(Br)cc2)C(=O)/C1=C/c1ccc(-c2ccc(C(=O)O)cc2)o1	6	27
CCCOc1ccc(/C=C2\SC(=O)N(CN3CCOCC3)C2=O)cc1OC	-7	5
CCc1nc(NCCCO)c(C#N)c2c1CCCC2	-6	2
Cn1cc(C2=CC(C)(C)NC(C)(C)C2)cc1C1=CC(C)(C)NC(C)(C)C1	1	2
COc1ccc(CSc2ncn[nH]2)cc1[N+](=O)[O-]	4	3
O=c1oc2ccccc2cc1-c1cnc(-c2ccncc2)o1	-4	-4
COC(=O)[C@H](CC(C)C)NS(=O)(=O)c1ccc(F)cc1Br	-3	-12
CNC(=O)C1CC(=O)N(c2ccc(F)cc2)C1 (stereo not drawn)	-10	-2

Later entries:
Molecule	Pf apPOL block	mHTT CaM bind
COc1ccc(Cl)cc1NC(=O)c1c(F)c(F)c(F)c(F)c1F	-2	-2
Cc1nc2nc[nH]c2cc1Br	4&-3	-3&-1
Cc1onc(-c2ccccc2Cl)c1C(=O)NCC1CCN(Cc2ccco2)CC1	-2	-1
O=C(CSc1ccccn1)c1ccc(Br)cc1	-10	-42
COCCN1C(=O)CCc2cc(NC(=O)c3ccccc3Br)ccc21	-7	-1
O=C1CCC([N+](=O)[O-])C(c2ccc3c(c2)OCO3)N1 (stereo not drawn)	-10	3
N#CC1=C(SCC(N)=O)NC(=O)C(C#N)C12CCCCC2 (stereo not drawn)	-8	-4
CCc1ccc(NC(=O)c2c(C)sc3c(=O)n(C4CCCCC4)cnc23)cc1	0	-5

Later entries.
Molecule	Pf apPOL block	mHTT CaM bind
COc1cc2c(cc1NC(=O)C(C)Oc1ccccc1)oc1ccccc12 (stereo not drawn)	-10	-50
COc1ccc(S(=O)(=O)Nc2ncc(S(=O)(=O)c3ccc([N+](=O)[O-])cc3)s2)cc1	-5	18
O=C(CCCSc1ccc(NC(=O)c2cccs2)nn1)NCc1ccco1	-8	-2
COc1cc(C2C(C(=O)Nc3ccccn3)=C(C)NC3=C2C(=O)CCC3)ccc1O (stereo not drawn)	-3	-2
CCCC1C(=O)CC(C(C)C)C(C#N)(C#N)C1(C#N)C#N (stereo not drawn)	-3	-2
O=C(c1n[nH]c2ccccc12)N1CCN(c2ccccc2F)CC1	0	6
O=C1OC(c2cccc(F)c2)=N/C1=C/c1cc2c(cc1Cl)OCO2	-3	3
Cc1ccccc1COc1cn(CC(=O)NCCc2ccccc2)c(CO)cc1=O	-4	-19

(continued)
Molecule	Pf apPOL block	mHTT CaM bind
CCNc1nc(NC(C)C)nc(OCCNS(=O)(=O)c2ccc(C)cc2)n1	9	0
O=C(c1ccncc1)N1CCCC(c2nc(-c3ccc(F)cc3)n[nH]2)C1 (stereo not drawn)	10	-4
O=C(NCC1CCN(c2ncccn2)CC1)C(=O)Nc1ccccc1	-11	-5
Cc1ccc(N2N3C(=O)OC4(C)CCC(C2(C)C)C34C)cc1 (stereo not drawn)	-5	4
COc1cc(NC(=O)N2CCCC2c2ccccc2Cl)cc(OC)c1 (stereo not drawn)	1	1
COc1cc(C=C2Oc3c(ccc(OC(=O)N4CCOCC4)c3C)C2=O)cc(OC)c1OC	-5	-2
COc1cc(C(=O)Nc2ccccc2[N+](=O)[O-])ccc1OCc1ccc(Cl)cc1	-6	0
CC(=O)Nc1ccc(-c2noc(C3CCN(C(=O)c4cccc(Cl)c4)CC3)n2)cc1	-2	48

Carrying on.
Molecule	Pf apPOL block	mHTT CaM bind
CC(=O)N1CCc2[nH]c3ccc(C(=O)NCCc4ccccn4)cc3c2C1	-8	59*
CC(C)(C)c1ccc(C(=O)O/N=C(\N)c2ccccn2)cc1	4	i
Cc1ccc(C)c(OCCn2cc(C=C3C(=O)NC(=O)NC3=O)c3ccccc32)c1	5	-2
CCOc1ccccc1N1CCN(C(=O)C2C3C=CC(C3)C2C(=O)O)CC1 (stereo not drawn)	5	1
Cc1cc(I)ccc1NC(=O)c1cccnc1	-2&-29	-1&3
COC(CNC1CCCc2c1[nH]c1ccc(C)cc21)OC (stereo not drawn)	16	18
O=C(Nc1ccc(Br)cc1)c1cc(S(=O)(=O)NC2CCCCC2)ccc1Cl	18	11
CCOc1ccccc1-c1ccc(C(=O)O)o1	-2	3

(further entries)
Molecule	Pf apPOL block	mHTT CaM bind
Cc1ccc(S(=O)(=O)N2CCN(C3CC4CCC3C4)CC2)cc1 (stereo not drawn)	-11	-2
CCn1c(SCc2ccc([N+](=O)[O-])cc2)nnc1-c1ccc(C)cc1	-6	10
Cc1ccc(OCC(=O)Nc2ccccc2I)cc1	-2	-14
CC(C)c1ccc(C2C(C(=O)c3ccco3)=C(O)C(=O)N2CCN(C)C)cc1 (stereo not drawn)	-5	13
CCn1c(N2CCCC(C(=O)NCc3ccc(F)cc3)C2)cc(=O)n(C)c1=O (stereo not drawn)	-2	10
O=C(NN1C(=O)c2ccccc2C1=O)c1cccc(F)c1	0	2
O=C(c1ccc([N+](=O)[O-])cc1)n1nnc2ccccc21	0&-4	-1&-2
O=C(c1ccccc1F)N1CCOC(CN2CCOCC2)C1 (stereo not drawn)	-3	0

(further entries)
Molecule	Pf apPOL block	mHTT CaM bind
Cc1ccc(-c2nnc(N3CCC(C(=O)NCC4CCCCC4)CC3)o2)cc1	1	8
COc1ccc(CCC(=O)N2CCCC(c3n[nH]c(C4CC4)n3)C2)cc1 (stereo not drawn)	6	4
CN(C)S(=O)(=O)N1CCN(C2c3ccccc3-c3ccccc32)CC1	nt	-4
CC(C)CN1C(=O)C(C)(C)COc2cc(NC(=O)C34CC5CC(CC(C5)C3)C4)ccc21	2	-1
Cc1cc(C)nc(N=C(N)Nc2cc(Cl)ccc2Cl)n1	5	1
CN(C)CCCNC(=O)c1cc(Br)ccc1O	-7	nt
COc1ccccc1N1CCN(c2nnc(SC(C)C)s2)CC1	-10	-13
O=C(NC1CCCCCC1)C1CCCN(C(=O)c2cccc(C(F)(F)F)c2)C1 (stereo not drawn)	5	25

(cont.)
Molecule	Pf apPOL block	mHTT CaM bind
CC(C)c1ccc(-c2ccnc3c(C(=O)NC4CC4)cnn23)cc1	-5	-11
Cn1c(CNc2ccc(F)cc2)c(C#N)c2ccccc21	-2	0
CC(=O)c1ccccc1C(=O)NCc1cccnc1	-4	1
O=C(Nc1ccc(N2CCOCC2)cc1)c1ccc2c(c1)OCO2	-10	-1
CN(C)C(=O)N=NC(=O)N(C)C	13	nt
CCS(=O)(=O)N1CCc2ccc(NS(=O)(=O)c3ccc(F)c(Cl)c3)cc2C1	-3	-8
O=C1NC(Cc2ccccc2)C(=O)N1c1ccccc1 (stereo not drawn)	0	nt
COc1ccc2oc(=O)c(-c3ccccc3)c(C)c2c1	-7	-10

The listing continues:
Molecule	Pf apPOL block	mHTT CaM bind
O=C(NCCC1=CCCCC1)C1CC(=O)N(C2CCCCCC2)C1 (stereo not drawn)	-3	15
Cc1ccc(CNC(=O)C(C)C2CCN(S(=O)(=O)c3c(C)noc3C)CC2)o1 (stereo not drawn)	-1	4
Cc1sc2cc(C(=O)NC3CC3)[nH]c2c1CN1CCOCC1	-4	-6
Cc1nc(Nc2nc3ccccc3s2)nc2c1CCC2	19&-4	0&-3
CN(c1ccc(C(=O)NC2CCCCCC2)cc1)S(=O)(=O)c1ccccc1	-8	2
CC(C)n1nc(CNC(=O)c2cnccn2)c2ccccc21	-2	-3
COc1ccccc1C1CC(=O)Nc2c1c(C)nn2-c1nc2ccccc2s1 (stereo not drawn)	-3	-5
COc1cc(NC(=O)Cn2nc(C)c([N+](=O)[O-])c2C)c(OC)cc1Cl	-4&1	6&-8

The list continues:
Molecule	Pf apPOL block	mHTT CaM bind
O=C(Nc1ccccc1C(=NO)c1ccccc1)c1cccc([N+](=O)[O-])c1	2	nt
O=S1(=O)C=CCN1Cc1cn(Cc2ccc(C(F)(F)F)cc2)nn1	-18	-1
CSc1cccc(NC(=O)Cc2csc(Nc3ccc(F)cc3)n2)c1	-10	-3
Cc1noc(C)c1CN1CCn2c1nc(C)c(C)c2=O	-7	-5
O=c1c2ccccc2nc(-c2ccccc2)n1-c1cc(C(F)(F)F)cc(C(F)(F)F)c1	-1	nt
CCC(CO)NC(=O)C1COc2ccccc2O1 (stereo not drawn)	0	-3
Fc1ccc(-c2nnc(-c3ccc(-n4ccnc4)nc3)o2)cc1	6	2
O=C(NCCC1=CCCCC1)Nc1ccc2snnc2c1	3	-12

6 of the compounds above, with values under each structure:
The line under a structure holds: Pf apPOL block | mHTT CaM bind
O=C(Nc1ccccc1C(=NO)c1ccccc1)c1cccc([N+](=O)[O-])c1
 : 2 | nt
O=S1(=O)C=CCN1Cc1cn(Cc2ccc(C(F)(F)F)cc2)nn1
 : -18 | -1
CCC(CO)NC(=O)C1COc2ccccc2O1 (stereo not drawn)
 : 0 | -3
CSc1cccc(NC(=O)Cc2csc(Nc3ccc(F)cc3)n2)c1
 : -10 | -3
O=C(NCCC1=CCCCC1)Nc1ccc2snnc2c1
 : 3 | -12
O=c1c2ccccc2nc(-c2ccccc2)n1-c1cc(C(F)(F)F)cc(C(F)(F)F)c1
 : -1 | nt

Exported with values under each structure: part of the list above
Results follow in this order: Pf apPOL block, mHTT CaM bind
O=C(Nc1ccccc1C(=NO)c1ccccc1)c1cccc([N+](=O)[O-])c1
 : 2, nt
O=S1(=O)C=CCN1Cc1cn(Cc2ccc(C(F)(F)F)cc2)nn1
 : -18, -1
CSc1cccc(NC(=O)Cc2csc(Nc3ccc(F)cc3)n2)c1
 : -10, -3
Cc1noc(C)c1CN1CCn2c1nc(C)c(C)c2=O
 : -7, -5
O=c1c2ccccc2nc(-c2ccccc2)n1-c1cc(C(F)(F)F)cc(C(F)(F)F)c1
 : -1, nt
CCC(CO)NC(=O)C1COc2ccccc2O1 (stereo not drawn)
 : 0, -3
Fc1ccc(-c2nnc(-c3ccc(-n4ccnc4)nc3)o2)cc1
 : 6, 2

(more compounds)
Molecule	Pf apPOL block	mHTT CaM bind
Cc1ccc(NC(=O)C2CN(S(C)(=O)=O)CC23CCCCC3)c(C)c1 (stereo not drawn)	-1	9
O=C(N/C(=C/c1ccc(F)cc1)C(=O)N1CCCCC1)c1ccco1	-4	5
O=C(/C=N/OC(=O)Nc1ccc(Cl)cc1)Nc1ccccc1Br	11	i
O=C(c1ccoc1)N1CCC2(C1)Nc1cccnc1NC2=NCc1ccccc1 (stereo not drawn)	-2	7
COc1ccc(C(=O)N2CCN(Cc3ccccc3Br)CC2)cc1	-3	1
CC1CN(C(=O)Cc2ccccc2F)CC1c1nc(-c2cccnc2)no1 (stereo not drawn)	0	9
COCC(=O)Nc1nn(C)c2c1CC(C)C(=O)N2 (stereo not drawn)	-1	-14
Cc1ccc(CNC(=O)C2c3ccccc3CC(=O)N2C)cc1 (stereo not drawn)	0	-4

Next part:
Molecule	Pf apPOL block	mHTT CaM bind
COCCCNC(=O)C1(C)CCC(=O)N1CCc1ccc(C)cc1 (stereo not drawn)	-1	-2
CC(C)(C)c1cc(C(=O)C=C2NC(=O)CS2)no1	-6	nt
Cc1cc(Br)cc(C)c1NC(=O)c1cccc([N+](=O)[O-])c1C	-2	-1
CC1CCCN(c2nc3c(c(=O)[nH]c(=O)n3C)n2CCSc2nc3ccccc3o2)C1 (stereo not drawn)	0	4
CC(C)N1Cc2nnn(Cc3ccccc3)c2-c2cc(F)ccc2S1(=O)=O	-5	3
CCc1cc2c(s1)SC(c1ccc(OC)cc1)NC2=O (stereo not drawn)	-3	5
CSc1nsc(SC)c1C(=O)N1CCN(S(=O)(=O)c2ccc(C)cc2)C1C(C)C (stereo not drawn)	0	-1
Cc1c(C(=O)Nc2cccc(C(F)(F)F)c2)sc2ncn(CC(=O)N3CCCCC3)c(=O)c12	-4	17

New compounds follow.
Molecule	Pf apPOL block	mHTT CaM bind
CCN(C(=O)Nc1ccc(OC)cc1)c1nnc(-c2ccc(Cl)cc2)s1	-2	13
CCOc1ccc(N(CC(=O)Nc2cccc([N+](=O)[O-])c2)S(=O)(=O)c2ccccc2)cc1	-1	18
COc1ccc(C(CCN2CCOCC2)c2c(O)cc(OC)cc2OC)cc1 (stereo not drawn)	-8	6
Cc1ccc(C2CCCN2C(=O)CC(C)C)cc1 (stereo not drawn)	0	3
Cc1ccc(C(=O)N2CCN(S(=O)(=O)c3ccc(C)cc3)C2)cc1	-3	-10
CC1CN=C2C(N3CCN(C(=O)Cc4ccsc4)CC3)=NC=CN21 (stereo not drawn)	-13	1
COc1ccc(-n2nc(C(=O)NCC(=O)NCCN(C)C)c3ccccc3c2=O)c(OC)c1	-3	-1
